FXIIa inh 1536 – human FXIIa protease inhibitors, primary screen, biochemical, 1536-well; Coagulation factor XII (Homo sapiens), P00748; purified FXIIa, Boc-QGR-AMC fluorogenic substrate, 2 h; inhibition, % at 5 µM; hit rate 0.3% among 220,000; AID 800, 2007; in the data active = inhibition above about 40%;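 note: 0% = enzyme with no compound and 100% = blank without enzyme; many of its hits are not listed in these tables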
Furin inh – human furin inhibitors, primary screen, biochemical, fluorescence intensity; P09958; purified furin, fluorogenic substrate cleavage; inhibition, % at 30 µM; hit rate 0.061% among 220,000; in the data active = inhibition above about 25%; note: inactives centre near -15
Target sequence (P09958 108-714 limits assumed): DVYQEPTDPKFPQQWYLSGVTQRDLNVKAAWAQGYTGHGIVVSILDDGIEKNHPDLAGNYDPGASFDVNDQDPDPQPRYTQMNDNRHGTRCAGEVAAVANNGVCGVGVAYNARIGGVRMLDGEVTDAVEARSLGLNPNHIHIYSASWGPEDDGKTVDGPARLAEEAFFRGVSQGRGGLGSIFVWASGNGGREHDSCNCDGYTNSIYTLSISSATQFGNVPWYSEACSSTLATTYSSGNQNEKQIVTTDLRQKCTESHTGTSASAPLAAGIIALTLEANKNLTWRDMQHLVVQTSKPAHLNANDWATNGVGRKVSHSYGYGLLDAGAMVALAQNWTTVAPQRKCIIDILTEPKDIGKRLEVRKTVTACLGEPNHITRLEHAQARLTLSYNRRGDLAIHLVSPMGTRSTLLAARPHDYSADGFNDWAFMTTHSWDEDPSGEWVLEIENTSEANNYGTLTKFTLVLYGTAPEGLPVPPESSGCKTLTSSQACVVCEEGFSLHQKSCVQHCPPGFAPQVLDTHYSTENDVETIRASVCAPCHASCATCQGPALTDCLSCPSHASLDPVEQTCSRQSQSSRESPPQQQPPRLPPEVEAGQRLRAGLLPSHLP
hK5 inh – human KLK5 protease inhibitors, primary screen, biochemical, 1536-well; Kallikrein-5 (Homo sapiens), Q9Y337; inhibition, % at 5 µM; recombinant hK5, fluorogenic AMC substrate cleavage; hit rate 0.59% among 210,000;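 active = inhibition of 40% or more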;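 note: 0% = enzyme controls without compound and 100% = no-enzyme blanks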
FXIa inh 1536 – human FXIa protease inhibitors, primary screen, biochemical, 1536-well. Coagulation factor XI (Homo sapiens), P03951. purified FXIa, Boc-Glu-Ala-Arg-AMC fluorogenic substrate. inhibition, % at 5 µM. hit rate 0.14% among 220,000. AID 798, 2007;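 active = inhibition of at least 40%; inactive = inhibition below 40%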;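 note: fluorescence of freed AMC excited at 355 nm; 0% = enzyme without compound and 100% = no enzyme blank; many of its hits are not listed in these tables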
thrombin 1536 – human alpha-thrombin inhibitors, primary screen, counter-screen for coagulation protease inhibitor project, biochemical, 1536-well, fluorogenic AMC substrate; Prothrombin (Homo sapiens), P00734; Boc-VPR-AMC fluorogenic substrate cleavage; inhibition, % at 5 µM; hit rate 0.26% among 220,000; AID 1046, 2008;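 active = inhibition at or above 40%; inactive = inhibition below 40%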;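 note: 0% = enzyme with no compound and 100% = wells without enzyme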
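Assay system: human alpha-thrombin enzyme. Reagent: Boc-VPR-AMC substrate, 15 µM final. Compound dosing: one concentration per compound, 5 µM, with 0.2% DMSO. Incubation: room-temperature reaction. Technique: AMC fluorescence, 355/460 nm. Measure: % inhibition relative to enzyme controls and enzyme-free blanks.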
Cl transport mod – KCC2 cotransporter modulators, thallium flux, primary screen, cell-based, HEK293 KCC2, FluoZin-2 fluorescence, MLSMR | KCC2 cells, thallium flux FluoZin-2 fluorescence | B-score of Tl+ flux slope (higher = more flux/activation; lower = inhibition) at 10 µM | hit rate 2.2% among 190,000 | Solute carrier family 12 member 5 (Homo sapiens), Q9H2X9 | AID 1456, 2008;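 active = thallium flux slope and its plate-corrected score both differing from the plate sample mean at a set confidence after two filtering rounds, in either direction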;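 note: slope of fluorescence scaled to starting intensity during 10 to 20 s after thallium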
PERK inh – block of dimerizer-induced PERK translation repression, primary screen, PERK inhibitor project, CHO PERK-DD cells, SEAP luminescence, HTS. CHO PERK-DD fusion, SEAP luminescence translation reporter. Eukaryotic translation initiation factor 2-alpha kinase 3 (Homo sapiens), Q9NZJ5. inhibition, % at 5.6 µM. hit rate 0.17% among 220,000;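 active = inhibition above the mean inhibition of all tested compounds plus 3 SD, set separately per screening campaign, cut at about 2.9% in these data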;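 note: PERK kinase domain activated by AP20187 dimerizer at 100 nM; 0% = DMSO with dimerizer and 100% = rapamycin at 8.4 µM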
Calpain2 inh – inhibitors of pig calpain II, primary screen, biochemical, fluorogenic peptide substrate, 1536-well | purified calpain II, 30 min | inhibition, % at 16 µM | hit rate 0.37% among 220,000 | AID 1236, 2008;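 active = inhibition above about 50%, limit read from the data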
Rad51 HR inh – human RAD51 strand exchange inhibitors, primary screen, biochemical, fluorescence. inhibition, % at 10 µM. hRad51 DNA strand exchange, fluorescence dequenching. hit rate 0.085% among 200,000. DNA repair protein RAD51 homolog 1 (Homo sapiens), Q06609;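 active = inhibition above 40% at the single screening dose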;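 note: 0% = DMSO control wells and 100% = blanks with heterologous ssDNA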
Target sequence (Q06609 whole entry, looked up): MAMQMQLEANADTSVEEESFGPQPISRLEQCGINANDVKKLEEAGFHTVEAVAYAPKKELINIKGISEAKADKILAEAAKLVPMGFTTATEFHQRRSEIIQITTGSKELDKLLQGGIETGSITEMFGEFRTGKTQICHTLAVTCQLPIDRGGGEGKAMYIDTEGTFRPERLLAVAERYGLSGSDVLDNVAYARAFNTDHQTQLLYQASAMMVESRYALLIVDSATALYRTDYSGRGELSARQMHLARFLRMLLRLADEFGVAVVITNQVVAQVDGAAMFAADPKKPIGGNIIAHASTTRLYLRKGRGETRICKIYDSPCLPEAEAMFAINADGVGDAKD
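material = hRad51 filaments on single-stranded DNA | timing = filaments 15 min 37 °C, then compound 30 min | signal = FRET fluorescence dequenching, excitation 485 nm, emission 520 nm | benchmarks = control wells and blank wells on each plate | evaluation = percent inhibition relative to plate controls and blanks | compound = 10 µM final, single point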
Numbers without * were called inactive; / = no result given; [ ] = dose if it differs, or a comment.

SMILES	FXIIa inh 1536	Furin inh	hK5 inh	FXIa inh 1536	thrombin 1536	Cl transport mod	PERK inh	Calpain2 inh	Rad51 HR inh
O=C(NCC1CCCO1)c1c(O)c2ccccc2[nH]c1=O (centres undefined)	13	-22	12	2	-1	0.9	1.0	-16	-3
O=C(COC(=O)c1cc(=O)[nH]c2ccccc12)Nc1nc(-c2cccc(Br)c2)cs1	8	-12	-14	8	-11	-0.75	1.6	-12	9
O=C(O)COc1c(-c2ccccc2)oc2ccccc2c1=O	18	-13[20 µM]	-15	9	-14	-1	1.5	-58	10
CCOC(=O)c1[nH]c(C)c(C(=O)Nc2ccc3c(c2)CCC3)c1C	10	-9	5	3	1	0.026	-0.5	0	5
O=S(=O)(NCc1ccccc1)c1ccc2c(c1)OCCO2	6	-17	1	-3	-3	/	1.4	-36	-10
Cn1c(CO)nc2cc(N)ccc21	16	-28	1	7	3	-0.011	2.0	-3	2
O=[N+]([O-])c1cc(/C=N/N2CCCCC2)ccc1Cl	6	-18	-1	-1	-2	-0.032	0.6	15	10
CCOC(=O)C1(CCc2ccccc2)CCN(C(=O)c2ccoc2)CC1	5	-13	-2	-5	-9	/	-0.8	7	/
CCCCN(CCCNC(=O)C1CCN(S(=O)(=O)CC)CC1)c1ccccc1	15	-31[20 µM]	-17	6	2	-0.15	-0.9	6	2
CNC(=O)CN(c1cc(C)ccc1C)S(C)(=O)=O	9	-14[20 µM]	1	7	-4	0.7	0.8	20	7
CCC(C)[C@H](NC(=O)Nc1cccc(Cl)c1)C(=O)O (some centres undefined)	12	-10[20 µM]	7	1	-3	0.35	0.1	20	3
CC(C)N(Cc1nc(-c2ccc3c(c2)OCO3)no1)CC1CCC(=O)N1 (centres undefined)	7	-21	-3	-6	-6	0.071	-0.6	-11	4
O=C(CSCc1ccccc1F)NCc1ccccc1	9	-34	-1	-8	-24	-0.3	1.2	-4	3
Cc1ccc(C)c(NC(=O)CS(=O)(=O)c2cn(C)c3ccccc23)c1	15	-15[20 µM]	6	9	4	-0.27	-0.1	-15	2
COc1cc(/C=C2/NC(=O)N(Cc3ccccc3F)C2=O)cc(OC)c1O	12	-11	/	1	-3	0.13	2.0	25	/
COc1ccc(C(=O)Nc2ccccc2NC(=O)c2ccco2)c(OC)c1	13	-4	16	10	7	1.3	0.3	27	-7
CCOc1ccc(CN(C)CC(=O)Nc2cccc3ccccc23)cc1OC	1	-19	-9	-6	-6	-1.7	-0.5	-12	0
CCn1c(SCC(=O)N2CCCC2)nnc1-c1ccc(N)cc1	12	-24[20 µM]	9	7	1	0.34	0.9	-13	7
Brc1ccc2nc(CSc3ncn[nH]3)cn2c1	3	-26	5	0	-4	-0.11	1.1	-14	-2
c1ccc(COc2ccc(OCCCN3CCCCC3)cc2)cc1	9	-4[20 µM]	-17	3	4	0.31	-1.8	18	0
CCN(CC)CC(=O)Nc1sc(C)c(C)c1C(=O)c1ccc(C)cc1	12	-22	5	-2	-13	-0.58	-0.1	4	2
O=C(NCCc1ccccc1)C(=O)c1c(-c2ccccc2)cc2ccccn12	10	-17	4	3	-2	-2.1	-0.2	22	0
CC(=O)c1cccc(NC(=O)CC2Oc3ccc(C)cc3NC2=O)c1 (centres undefined)	7	-27	-7	-2	-11	0.51	0.3	18	5
COc1ccc(OC)c(NC(=O)CSc2nc3ccccc3c(=O)n2CCNC(C)=O)c1	-4	-13[20 µM]	1	-2	-2	-0.0079	-0.6	-6	-8
O=C(/C=C/c1ccc2c(c1)OCO2)Nc1cccnc1	11	-7	2	0	2	-0.55	-0.6	-165	1
Cc1ccccc1NC(=O)C1CCCN1C(=O)NC1CCCCC1 (centres undefined)	17	-24	-9	-3	3	-0.11	0.8	-22	0
CCSc1nnc(NS(=O)(=O)c2ccc(C)cc2)s1	7	-23	-17	3	-5	1.3	1.5	9	1
N#Cc1cccc(NC(=O)c2ccccc2C(=O)O)c1	20	-20[20 µM]	0	2	5	-0.7	1.4	-48	0
Cc1c(CCO)c(=O)[nH]n1C(=O)c1ccc(F)cc1	7	-13	-1	-6	-4	-0.012	0.8	-19	3
COc1ccccc1-n1ccnc1SCC(=O)NC1CCCC1	14	-16	-7	0	2	-0.088	-0.6	17	-6
CCc1cc(C(N)=O)c(NC(=O)c2ccc(OC)cc2)s1	5	-16	-14	5	-5	0.44	0.5	12	4
CCOC(=O)CN=C/C(C(C)=O)=C(/C)O	11	-18	/	1	-1	-0.096	0.2	-5	/
COc1ccc(-c2c([C@H]3[C@@H]4C=CCC[C@@]4(C)C(=O)N3Cc3ccccc3)ccc3ccccc23)cc1OC	1	-8	-2	-3	-5	0.84	/	-55	-3
CS(=O)(=O)c1cnc2c(-c3ccc(F)cc3)cnn2c1N	20	1[20 µM]	-42	3	1	/	-0.3	-36	-3
COC(=O)c1nc(NC2=NCCCCC2)n[nH]1	18	-22	-15	3	-6	/	-0.8	-2	5
O=C(COc1ccccc1)NCC(=O)Nc1cccc(S(=O)(=O)NC2=NCCC2)c1	3	-36	-2	3	/	0.15	0.6	-18	1
Nc1nnc(-c2ccccc2F)s1	12	-15	-6	1	-8	1.1	0.8	-42	-6
COc1ccc(NS(=O)(=O)c2ccc(OC)c(NC(=O)CCC3CCCC3)c2)cc1	6	-11	-18	3	-1	0.59	-0.6	-4	11
CCCCOC(=O)c1ccccc1N1C(=O)C2C3CCC(C3)C2C1=O (centres undefined)	14	-18	-18	7	-8	0.052	-0.1	-9	12
CC1=NN(C(=O)c2ccc(Cn3nc(C)cc3C)o2)C(O)(C(F)(F)F)C1 (centres undefined)	12	-19[20 µM]	30	0	6	0.11	0.7	26	0
c1ccc(CSc2nnc(-c3c[nH]c4ccccc34)o2)cc1	28	-28	-10	11	3	/	0.8	-19	/
CN(C)S(=O)(=O)c1ccc(NC(=O)C2CC(=O)N(Cc3ccccc3)C2)cc1 (centres undefined)	2	-26	1	-6	-11	0.4	-0.2	-39	16
Cc1ccc(C2N(c3cccc(Cl)c3)C(=O)C3CCCN32)o1 (centres undefined)	16	-25	-4	18	-3	-1.3	0.0	-1	2
CC(C)n1nnc2ccccc2c1=O	16	-14[20 µM]	3	-2	0	-0.085	0.1	20	-32
CCC1(C)SC(N)=NN1C(C)=O (centres undefined)	5	-19	4	-1	-9	-0.65	0.7	-31	5
O=C(COC(=O)/C=C/c1ccc([N+](=O)[O-])cc1)NCc1ccc2c(c1)OCO2	2	-15	3	10	-3	-0.061	2.3	20	-21
CC1=C(C(=O)OC(C)C)C(c2cncc(-c3ccc(F)cc3)c2)C(C#N)=C(N)O1 (centres undefined)	-5	-13	-15	4	-2	-1.5	-0.6	14	5
N#Cc1c[nH]n2c(=O)c3c(nc12)CCC3	2	-29	-5	-4	-4	-0.21	1.2	-22	/

Full records, looked up by structure. Order of screens: FXIIa inh 1536 | Furin inh | hK5 inh | FXIa inh 1536 | thrombin 1536 | Cl transport mod | PERK inh | Calpain2 inh | Rad51 HR inh
CC(C)n1nnc2ccccc2c1=O as listed: 16 | -14[20 µM] | 3 | -2 | 0 | -0.085 | 0.1 | 20 | -32
N#Cc1c[nH]n2c(=O)c3c(nc12)CCC3 as listed: 2 | -29 | -5 | -4 | -4 | -0.21 | 1.2 | -22 | /
CCC1(C)SC(N)=NN1C(C)=O (centres undefined) as listed: 5 | -19 | 4 | -1 | -9 | -0.65 | 0.7 | -31 | 5
Cc1ccc(C2N(c3cccc(Cl)c3)C(=O)C3CCCN32)o1 (centres undefined) as listed: 16 | -25 | -4 | 18 | -3 | -1.3 | 0.0 | -1 | 2
c1ccc(CSc2nnc(-c3c[nH]c4ccccc34)o2)cc1 as listed: 28 | -28 | -10 | 11 | 3 | / | 0.8 | -19 | /

Following part:
SMILES	FXIIa inh 1536	Furin inh	hK5 inh	FXIa inh 1536	thrombin 1536	Cl transport mod	PERK inh	Calpain2 inh	Rad51 HR inh
CC(C)CCNC(=O)c1ccc(CS(=O)(=O)Cc2ccccc2F)o1	2	-18	-21	-2	-2	-0.45	1.0	-11	-2
CO/C(N)=C(\C#N)N=Cc1ccccc1Cl	5	-10	6	-6	-1	-0.75	0.2	11	1
Cc1ccsc1C(=O)NNC(=O)Nc1ccc(Cl)c(Cl)c1	6	-19[20 µM]	-7	-3	-3	/	0.0	24	3
O=C(Nc1cccc(-c2nnc(-c3ccco3)o2)c1)C(c1ccccc1)c1ccccc1	7	-15[20 µM]	-14	-2	-6	-0.11	-1.7	-5	3
CCC(C)[C@H](NC(=O)Nc1ccccc1F)C(=O)OC (some centres undefined)	3	-17	1	4	-2	-0.2	0.8	-2	2
COc1ccc2c(c1)c1nc3ccccc3nc1n2Cc1ccc(OC(C)C)c(OC)c1	2	-7	-4	-6	-6	-0.13	0.3	-33	-33
O=c1ccc2cc(S(=O)(=O)N3CCOCC3)ccc2o1	-4	-11[20 µM]	0	7	6	-0.1	1.4	-13	-8
COc1ccc(NS(=O)(=O)c2ccc(C(=O)N3CCN(Cc4ccccc4)CC3)cc2)cc1	1	-2	-5	-7	-15	-0.24	0.1	-25	-1
COCCCN1C(=O)CS/C1=N\S(=O)(=O)c1ccccc1	3	-19	-1	-3	0	0.21	-0.6	-7	7
CC(NCc1cccn1C)c1ccccc1 (centres undefined)	7	-12[20 µM]	2	-2	-2	-0.18	0.0	3	-1
COC(=O)c1cccc(NC(=O)c2ccco2)c1	10	-28[20 µM]	-9	4	0	-0.52	0.8	15	3
O=C(N1CCN(c2cccc(Cl)c2)CC1)C1(c2cccs2)CCOCC1	8	-12	-1	3	-7	-0.73	-0.5	6	0
CCOC(=O)N1CCN(Cc2nc(N)nc(Nc3ccccc3C)n2)CC1	4	1[20 µM]	-1	-14	-6	0.053	-0.9	0	-3
CCOc1ccccc1-n1c(=S)sc2c(=O)n(-c3ccccc3)c(=S)[nH]c21	26	0	5	11	5	-0.52	1.1	24	-8
O=S(=O)(c1cnccc1N1CCN(/N=C/c2ccccc2)CC1)N1CCCCC1	14	-16[20 µM]	-21	4	3	0.071	0.1	-21	11
Cc1nc(SCC(=O)NC(=O)NCCC(C)C)c2c(-c3cccs3)csc2n1	9	-17	-4	3	-7	0.26	0.5	-3	1
CC(C)Oc1ccc(CSc2ncn[nH]2)cc1	5	-23	-1	-4	-5	0.1	0.2	-14	2
O=S(=O)(c1ccc2ccccc2c1)N(CC(O)CN1CCOCC1)c1ccccc1 (centres undefined)	6	-15[20 µM]	0	-3	-6	-1.2	-1.6	0	12
O=C(O)CCSc1ccccn1	6	-17	/	-9	-6	0.32	1.2	6	/
CCOc1cccc(N(C(=O)Cc2cccs2)C(C(=O)NC2CCCCC2)c2cccn2C)c1 (centres undefined)	12	-22[20 µM]	-4	8	4	-0.62	0.4	-12	1
CSc1n[nH]c2nc3c(c(=O)n12)C1(CCCCC1)Cc1ccccc1-3	0	-6	-2	0	-6	/	0.3	-122	-1

Not all compounds are listed; rates above refer to the full screens.
